PI5P4Ka inh: inhibitors of human PI5P4K alpha; max response, %; PI5P4Kalpha enzyme, ADP-Glo luminescence, 60 min; hits give low values; actives 1.2% (n = 330,000); P48426; active = max response of -50% or lower; inconclusive = between -30% and -50%; inactive = -30% or higher; note: value at the top dose of about 77 µM; % is set by controls: 0 for no effect and ±100 for the full control effect
Target sequence (P48426 whole entry, looked up): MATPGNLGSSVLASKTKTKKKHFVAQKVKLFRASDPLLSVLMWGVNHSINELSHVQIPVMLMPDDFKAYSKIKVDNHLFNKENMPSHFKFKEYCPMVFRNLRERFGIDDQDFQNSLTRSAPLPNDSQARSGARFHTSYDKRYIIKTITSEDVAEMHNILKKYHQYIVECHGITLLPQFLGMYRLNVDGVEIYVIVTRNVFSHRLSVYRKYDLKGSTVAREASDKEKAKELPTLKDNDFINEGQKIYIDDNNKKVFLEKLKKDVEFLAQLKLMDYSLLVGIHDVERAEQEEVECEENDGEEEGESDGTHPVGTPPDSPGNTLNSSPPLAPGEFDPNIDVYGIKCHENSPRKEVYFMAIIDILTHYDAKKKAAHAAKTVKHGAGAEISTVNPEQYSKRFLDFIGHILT
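Controls without substrate or without enzyme flank wells where PI5P4Kalpha converts substrate using 5 microM ATP (final). Incubation lasts 60 minutes at room temperature; ADP formed is read by ADP-Glo luminescence.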
PLK1 PBD block: blocks phosphopeptide binding to human PLK1 polo-box domain; AID 720504; actives 2.8% (n = 360,000); Plk1 PBD binding of FITC phosphopeptide, fluorescence polarization; Potency, µM, without a hit: max response, negative = inhibition, hits mostly inhibitors; P53350; note: potency is the fitted concentration of half-maximal effect; series mostly up to about 57 µM; % is set by controls: 0 for no effect and ±100 for the full control effect; nearly all actives have a fitted effect of over 65% in size
Target sequence (P53350 whole entry, looked up, the tested form may be a part): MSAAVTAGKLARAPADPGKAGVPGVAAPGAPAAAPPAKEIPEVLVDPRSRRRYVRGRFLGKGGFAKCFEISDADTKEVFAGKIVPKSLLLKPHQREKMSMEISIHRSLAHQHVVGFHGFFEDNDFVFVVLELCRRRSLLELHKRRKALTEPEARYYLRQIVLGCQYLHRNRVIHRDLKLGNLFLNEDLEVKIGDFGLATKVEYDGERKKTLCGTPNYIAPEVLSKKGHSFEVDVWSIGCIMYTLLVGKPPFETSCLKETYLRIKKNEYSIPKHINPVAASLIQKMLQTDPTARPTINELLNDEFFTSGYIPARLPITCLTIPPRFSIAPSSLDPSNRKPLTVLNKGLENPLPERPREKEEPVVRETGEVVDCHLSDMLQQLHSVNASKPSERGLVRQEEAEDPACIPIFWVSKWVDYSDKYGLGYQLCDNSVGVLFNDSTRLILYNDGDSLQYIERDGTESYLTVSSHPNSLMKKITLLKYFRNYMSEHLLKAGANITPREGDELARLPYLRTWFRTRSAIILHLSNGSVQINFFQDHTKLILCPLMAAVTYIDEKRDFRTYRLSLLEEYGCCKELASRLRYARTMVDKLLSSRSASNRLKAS
WRN helicase inh: blocks human WRN helicase; AID 651768; WRN helicase unwinding, fluorescent forked duplex, kinetic; Potency, µM (highest dose often 114 µM), without a hit: top-dose activity change, negative = inhibition, most hits filed as inhibitors; actives 0.46% (n = 360,000); Q14191; note: potency is the fitted concentration of half-maximal effect; % is set by controls: 0 for no effect and ±100 for the full control effect; nearly all actives have a fitted effect of over 55% in size
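Kinetic fluorescence helicase assay: unwinding of a quenched forked DNA duplex (100 nM final) with 2 mM ATP final raises red fluorescence (525/598 nm). Compounds sat 15 min at room temperature with 20 nM WRN beforehand.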
EPAC1 antagonist: blocks human EPAC1 exchange factor; O95398; EPAC1 GEF assay, Rap1b-BODIPY-GDP exchange fluorescence; Potency, µM (highest dose often 115 µM), for inactives: at the highest dose activity change, negative = inhibition, usual class: inhibitors; actives 0.14% (n = 360,000); AID 720709;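 note: potency is the fitted concentration of half-maximal effect; plate controls were vehicle for no effect and positive control for full effect; nearly all actives have a fitted effect of over 50% in size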
EPAC1 agonist: EPAC1 (human) agonism; O95398; EPAC1 agonist qHTS, biochemical assay; response scale: 100% = response to 6.5 mM cAMP; AID 720707; Potency, µM (highest dose often 154 µM), for the others: at the top dose activation, actives largely listed as activators; actives 0.073% (n = 360,000); note: potency is the fitted concentration of half-maximal effect; nearly all actives have a fitted effect of over 60% in size
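Nucleotide exchange by EPAC1 (100 nM) on Rap1B–BODIPY-GDP (250 nM) in the presence of 50 uM GDP is tracked fluorescently at 480/540 nm over 30 min. Signals are normalized to a 6.5 mM cAMP control.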
FUS yeast rescue: FUS proteinopathy suppression in yeast; actives 0.24% (n = 390,000); S. cerevisiae FUS-expressing, growth rescue, OD600, 24 h; Potency, µM (series often up to 76.6 µM), without a hit: top-dose growth rescue (activation), most hits filed as activators;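 note: potency is the fitted concentration of half-maximal effect; plate controls were DMSO vehicle for no effect and reference control for full effect; nearly all actives have a fitted effect of over 55% in size; some results filed as inactive show a strong effect at the top dose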
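Yeast FUS proteinopathy model; galactose-induced FUS (2%), starting OD 0.005. Cpds in dilution series, 24hr, 30C, 99% humidity. Abs 600 nm growth. Pos ctrl CP55940 (top 92uM final); neg ctrl DMSO.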
IL2 activator: activates IL-2 in a cell-based reporter assay | activation, % (series mostly up to about 46 µM) | actives 0.065% (n = 360,000) | AID 652025 | IL-2 activation reporter assay, cell-based qHTS; stimulated with anti-CD3/CD4/CD28 beads; in transgenic mouse T cells; in the data active = activation above about 50%; inconclusive = mostly about 30% to 49%; note: 0% is about no effect
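EGFP and DsRed fluorescence is measured by plate cytometry in unstimulated transgenic mouse T cells exposed to compound for 60 minutes, then stimulated 18 hours at 37 degrees C with anti-CD3/anti-CD4 beads plus anti-CD28.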
Abeta yeast res: compounds reversing amyloid beta toxicity in yeast; actives 0.063% (n = 410,000); yeast expressing A-beta42, growth rescue, OD600, 48 h; response scale: 0% DMSO, 100% iron-clioquinol control; Potency, µM (doses to about 46.1 µM), inactives show at the top dose growth rescue, actives largely listed as activators; note: potency is the fitted concentration of half-maximal effect; nearly all actives have a fitted effect of over 55% in size
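Yeast growth medium received pinned compounds, then yeast cells expressing toxic A-beta were added; plates incubated at 30 C for 48 hr. Growth read as absorbance at 600 nm, normalized to DMSO and equimolar FeCl3 plus clioquinol controls.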
Active calls of the source: *; ? = inconclusive; · = no result given; [ ] = dose if it differs, or a comment. Unless noted, calls come from the whole dose curve; as a rule, active = well fitted curve in the direction sought with a large enough effect; inconclusive = small, poorly fitted or top-dose-only effect, or another doubt; inactive = no such curve, though single readings can be large; an effect the other way counts as inactive or inconclusive. Compounds as they come, and some 4.1% of all compounds hit somewhere here.

SMILES	PI5P4Ka inh	PLK1 PBD block	WRN helicase inh	EPAC1 antagonist	EPAC1 agonist	FUS yeast rescue	IL2 activator	Abeta yeast res
O=C1OCC2=C1C(c1ccc(Cl)cc1)c1cc3c(cc1O2)OCO3 (stereo unspecified)	4.1	3.1%	-21.3%	10.3%	-6.6%	·	-1.9	-11.2%
CCN(CC)S(=O)(=O)c1ccc2oc(Nc3ccc(OC)cc3)nc2c1	-25.6	0.6%	-10.4%	-24.3%	-3.3%	3.5%	-0.7	3.2%
O=C(CCS(=O)(=O)c1ccc(Br)cc1)Nc1cc(F)ccc1F	-15.3	?	-21.4%[57.1 µM]	-16.0%	-0.4%	·	5.3	8.7%
Cc1cc2c(c(SCC(=O)N(C)c3ccccc3)n1)C(=O)OC2	-0.6	-0.9%	0.4%	1.4%	-0.3%	-7.4%	-1.7	20.3%
COc1ccc(CCn2c(C)cc(C(=O)COC(=O)c3cnccn3)c2C)cc1	-8.1	-1.8%	-12.9%	14.2%	12.3%	34.6%	-3.2	8.2%
Cc1onc(-c2ccccc2)c1C(=O)N1CC(C)OC(C)C1 (stereo unspecified)	-3.0	-2.6%	9.6%	-5.3%	-1.1%	4.1%	-0.3	-7.0%
Cc1ccc(S(=O)(=O)NCc2ccccc2)s1	-1.4	3.9%	2.6%	17.8%	1.0%	-29.7%	0.4	-7.7%
COc1ccc2[nH]c3c(c2c1)CCN1C(=O)C(CC(=O)NCc2ccc(OC)c(OC)c2)C[C@H](C(=O)N2CCCCC2)[C@@]31CCc1ccccc1 (stereo partly specified)	?	21.2µM*	-4.5%	-16.0%	-8.7%	?	-0.5	0.4%
CC(C)(C)c1ccc(-c2cc(C(=O)NNC(=O)Nc3ccccc3)c3ccccc3n2)cc1	4.4	?	-8.0%	?	12.8%	?	0.1	10.2%
CCC(C(=O)NCc1ccccc1)n1c(CSCCOc2ccccc2)nc2ccccc21 (stereo unspecified)	3.5	0.8%	-4.3%	-15.1%	5.4%	0.9%	-0.4	7.3%
Cc1ccc(Cn2cc(CCC(=O)O)c3ccccc32)cc1	1.3	-0.1%	3.1%	-3.2%	4.0%	16.2%	-0.8	4.0%
O=C1CCCN2N=C(SCC(=O)Nc3ccccc3C(F)(F)F)SC2=N1	-6.4	0.7%	-16.9%	-4.1%	10.3%	·	0.5	7.2%
Cc1ccc(N=C2NC(=O)C(CC(=O)O)S2)cc1 (stereo unspecified)	·	-2.8%	-10.5%	-8.7%	5.1%	-14.7%	2.7	-4.6%
CCc1ccc(-c2nn(-c3ccccc3)cc2C2SCC(=O)N2Cc2ccco2)cc1 (stereo unspecified)	10.0	3.5%	-15.4%	-8.8%	13.1%	31.4%	-1.4	0.0%
Cc1ccc(S(=O)(=O)N2CCOCC2)cc1NC(=O)COC(=O)CCc1c[nH]c2ccccc12	7.6	-14.3%	-30.7%	-12.5%	7.0%	·	-2.9	-6.2%
Cc1ccc(CNC(=O)CCS(=O)(=O)c2ccc(Cl)cc2)cc1	-93.9*	-18.8%	-14.1%	14.2%	-7.0%	·	0.6	-13.9%
O=C(CCNS(=O)(=O)c1ccccc1)N1CCCCCCC1	-4.7	-0.4%	-1.4%	4.7%	-3.5%	-15.1%	-2.3	7.1%
CC(=O)C(C)Oc1ncn(-c2ccccc2)n1 (stereo unspecified)	-5.1	-4.8%	7.4%	-11.4%	0.5%	4.7%	0.7	-1.5%
O=C(CSc1nnc(Cc2ccccc2)o1)Nc1ccc2c(c1)OCO2	-9.6	-6.7%	3.6%	-2.8%	0.6%	1.3%	0.0	16.6%
CC(C)C(C(=O)OCC(=O)c1ccccc1)N1C(=O)C2C3C=CC(C3)C2C1=O (stereo unspecified)	2.6	-26.8%	2.8%	-0.7%	-1.5%	23.0%	-2.6	3.5%
CC(=O)N1C(=O)/C(=C2\SC(=S)N(c3c(C)n(C)n(-c4ccccc4)c3=O)C2=O)c2ccccc21	0.8	-26.5%	0.9%	-8.6%	1.3%	·	0.5	7.7%
CCCN(C(=O)c1cc2c(s1)CCC2)c1c(N)n(Cc2ccccc2)c(=O)[nH]c1=O	-66.4*	-22.4%	-34.3%	-5.8%	6.5%	?	-2.0	2.1%
O=C(COC(=O)c1cccs1)NC1CCCC1	2.3	-0.1%	0.8%	-7.0%	5.0%	-15.3%	-0.1	16.1%
O=C(NCc1cccnc1)c1ccc(-c2cc(Cl)ccc2Cl)o1	-12.5	-22.7%	0.2%	9.9%	-3.2%	41.6%	0.4	-11.4%
O=C(CSc1nc2ncccc2[nH]1)Nc1ccc2c(c1)OCO2	1.9	2.8%	6.3%	2.0%	-1.2%	-2.0%	-2.5	1.9%
Cc1sc2ncnc(N3CCC(C(=O)NNC(=O)COc4ccc(Br)cc4)CC3)c2c1C	0.3	0.6%	1.1%	-1.9%	1.4%	?	-4.4	-4.3%
CCOC(=O)c1oc2ccccc2c1COC(=O)CNC(=O)c1ccccc1F	-3.3	1.4%	3.4%	-3.3%	-2.6%	-9.7%	-0.2	-12.7%
CN(C(=O)c1cccc(NC(=O)Cc2ccc(NC(=O)C3CCCN(C(=O)C4CCCCC4)C3)cc2)c1)C1CCCCC1 (stereo unspecified)	5.2	-1.6%	-5.0%	-14.9%	0.6%	?	-0.5	0.2%
CSc1ncnc2c1ncn2CCCNCCCN1CCCC1=O	0.5	-4.8%	-3.7%	0.9%	19.9%	-17.7%	-0.2	6.0%
COC(=O)CSc1nc(N2CCOCC2)c2c(c1C#N)CCCC2	1.6	-1.3%	2.7%	-12.7%	3.6%	26.7%	-0.2	-14.2%
Cc1noc(C)c1CSCc1ccc(Cl)cc1	-8.5	-6.4%	2.6%	0.8%	4.9%	4.8%	-0.1	-8.8%
COC(=O)n1c(=O)oc2ccc(S(=O)(=O)N3CCCCC3)cc21	1.5	-4.4%	-7.2%	12.3%	-3.7%	1.0%	2.6	2.2%
CCNC(=O)NC(=O)CSc1ccc(S(=O)(=O)N(C)C2CCCCC2)cn1	-25.4	?	-7.0%	6.3%	0.0%	·	-4.8	24.0%
Cc1cccc2c(=O)c(C(=O)NCCc3ccccc3)c[nH]c12	4.6	-6.5%	?	-0.6%	7.5%	17.1%	-0.4	-0.6%
CC1CC(C)CN(C(=O)c2cccc3c2-c2ccccc2C3=O)C1 (stereo unspecified)	-3.4	6.1%	-7.9%	-6.4%	2.6%	15.7%	0.8	1.0%
O=C(CS(=O)(=O)Cc1ccccc1)NCCc1ccc(F)cc1	-0.1	-0.5%	-3.9%	-4.8%	-3.3%	-2.2%	-1.9	7.4%
O=C(CCc1nc2ccccc2c(=O)[nH]1)OCC(=O)c1ccc(C2CCCCC2)cc1	0.2	4.1%	-8.6%	0.9%	-6.6%	-6.8%	-1.7	12.7%
Cn1c(CNC(=O)C(C)(C)C)nc2ccccc21	-1.3	-10.9%	1.7%	4.6%	-1.7%	-10.3%	-1.9	11.2%
COc1ccc(CC(=O)Oc2ccccc2C)cc1	2.5	-2.3%	5.8%	28.2%	-0.5%	-18.1%	-2.7	-3.2%
Cn1nnnc1SCc1cccc2ccccc12	-0.7	-1.3%	-24.1%	11.8%	0.2%	-14.1%	-3.7	20.5%
c1ccc(N2CCN(c3ncnc4scc(-c5cccs5)c34)CC2)cc1	·	0.5%	-8.0%	-2.3%	13.7%	18.0%	4.1	-0.3%
COc1ccc(N2CCN(c3cc(C)nc4ccc(OC)cc34)CC2)cc1	9.6	-6.6%	-7.3%	-12.9%	16.6%	4.6%	-4.6	-15.0%
Cc1ccc(-n2cccc2/C=C2/C(=N)N3C(=NC2=O)SN=C3S(C)(=O)=O)cc1Cl	-74.2*	26.7µM*	?	?	-3.0%	20.7%	-0.2	3.9%
COc1cc(C(=O)N2CCN(c3ccc([N+](=O)[O-])cc3)CC2)ccc1OCc1c(C)noc1C	-7.1	-9.6%	0.6%	-11.3%	-9.3%	-8.6%	-0.1	1.5%
N#C/C(=C/c1ccccc1)C(=O)OCC(=O)Nc1ccccc1[N+](=O)[O-]	-3.2	-8.1%	1.2%	-2.9%	3.5%	12.4%	0.8	-0.6%

Sorted by length of the SMILES (largest number first): four of the compounds above.
SMILES	PI5P4Ka inh	PLK1 PBD block	WRN helicase inh	EPAC1 antagonist	EPAC1 agonist	FUS yeast rescue	IL2 activator	Abeta yeast res
COc1cc(C(=O)N2CCN(c3ccc([N+](=O)[O-])cc3)CC2)ccc1OCc1c(C)noc1C	-7.1	-9.6%	0.6%	-11.3%	-9.3%	-8.6%	-0.1	1.5%
N#C/C(=C/c1ccccc1)C(=O)OCC(=O)Nc1ccccc1[N+](=O)[O-]	-3.2	-8.1%	1.2%	-2.9%	3.5%	12.4%	0.8	-0.6%
COc1ccc(N2CCN(c3cc(C)nc4ccc(OC)cc34)CC2)cc1	9.6	-6.6%	-7.3%	-12.9%	16.6%	4.6%	-4.6	-15.0%
CC1CC(C)CN(C(=O)c2cccc3c2-c2ccccc2C3=O)C1 (stereo unspecified)	-3.4	6.1%	-7.9%	-6.4%	2.6%	15.7%	0.8	1.0%

Continued:
SMILES	PI5P4Ka inh	PLK1 PBD block	WRN helicase inh	EPAC1 antagonist	EPAC1 agonist	FUS yeast rescue	IL2 activator	Abeta yeast res
C/C(CC(C)C)=N\Oc1nc(C)cc(C)n1	-2.7	-6.5%	7.5%	1.3%	2.7%	-4.3%	-0.6	31.7%
CCC(=O)OCc1c(C(F)(F)F)nn(C)c1Sc1ccc(F)cc1	33.7	1.4%	0.1%	-5.0%	-9.0%	·	0.8	5.4%
CCCOc1ccc(C2=NNC(c3cccs3)=Nc3ccc(OC)cc32)cc1	2.6	0.6%	-4.3%	-1.0%	9.0%	35.4%	-2.0	12.0%
CN(C(=O)CSC1=NC2C(N=N1)c1cc(Br)ccc1N2C)C1CCCCC1 (stereo unspecified)	4.7	7.3%	-3.2%	-1.4%	9.6%	-10.1%	-1.4	7.7%
CCc1ccc(C(=O)c2ccccc2C(=O)O)s1	-2.9	-2.8%	-3.4%	9.6%	-6.3%	-12.8%	16.8	3.7%
Cc1cc(C)c(NC(=O)CNC(=O)COC(=O)Cc2cccs2)c(C)c1	-12.9	-5.6%	10.8%	6.2%	2.9%	33.3%	-3.2	-1.1%
Nc1cccc(P(=O)(c2ccccc2)c2ccccc2)c1	-2.6	0.8%	-6.2%[57.1 µM]	3.8%	3.4%	-9.5%	-1.0	-18.7%
O=C(NNC(=O)C1CC2CCC1C2)c1ccccc1 (stereo unspecified)	-0.9	3.9%	11.8%[57.1 µM]	1.8%	-8.1%	-14.8%	-0.8	-9.0%
CCCn1c(SCC(=O)NCCc2ccccc2)nnc1-c1ccccn1	3.9	-0.4%	-7.7%	?	0.0%	16.5%	0.6	6.6%

From PubChem
